Source: PubChem (several laboratories)
LYPLA2 inh – LYPLA2 inhibitors, primary screen, counter-screen for PME1 inhibitor project, biochemical, fluorescence polarization, FP-Rh probe ABPP | Acyl-protein thioesterase 2 (Homo sapiens), O95372 | recombinant LYPLA2 | inhibition, % at 5.9 µM | 320,000 compounds, 0.38% hits | AID 2177, 2009;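 active means inhibition above the screen-wide mean plus 3 SD, limit set per campaign, cut at about 26% in these data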;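 further: 0% = LYPLA2 with DMSO and 100% = wells lacking LYPLA2 enzyme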
PREPL inh – PREPL enzyme inhibitors, primary screen, biochemical, fluorescence polarization. 320,000 compounds, 0.68% hits. Prolyl endopeptidase-like (Homo sapiens), Q4J6C6. inhibition, % at 5.96 µM. recombinant PREPL, fluorescence polarization activity-based probe; in the data active means inhibition above about 43%;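 further: 0% = enzyme with DMSO and 100% = wells lacking enzyme; many of its hits are not listed in these tables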
PP1 counter – PP1-alpha phosphatase inhibitors, primary screen, counter-screen for PP5 inhibitor project, biochemical, fluorescence, OMFP substrate, single point | 320,000 compounds, 0.9% hits | purified PP1alpha | Serine/threonine-protein phosphatase PP1-alpha catalytic subunit (Homo sapiens), P62136 | AID 2235, 2010 | inhibition, % at 6.7 µM;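 active means inhibition above the mean inhibition of all tested compounds plus 3 SD, computed separately for each screening campaign, cut at about 15% in these data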
TPT1 inh – Candida albicans TPT1 enzyme inhibitors, primary screen, biochemical, fluorescence polarization; tRNA 2'-phosphotransferase TPT1 (Candida albicans SC5314); recombinant caTPT1, FP RNA substrate dephosphorylation; inhibition, % at 5 µM; 300,000 compounds, 0.81% hits;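 active means inhibition above the mean of all tested compounds plus 3 SD, set per screening campaign, cut at about 24% in these data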;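 further: plate controls were DMSO alone for no effect and ferristatin control at 100 nM for full effect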
Efflux pump mplx – inhibitors of Candida efflux pumps in yeast, primary screen, S. cerevisiae, Nile Red, multiplex; 330,000 compounds, 0.44% hits; inhibition, % at 10 µM; S. cerevisiae Candida pump triplex;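 active means plate passing quality check with inhibition over a set limit, or well fluorescence over plate mean plus 4 SD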;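 further: Nile Red retained in pooled yeast measured as flow cytometry median fluorescence; 0% = buffer negative control and 100% = Enniatin B positive control; higher means more Nile Red kept so more efflux inhibition; some compounds called inactive have numbers as strong as hits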
core dimer inh – inhibitors of HCV core protein dimerization, primary screen, biochemical, TR-FRET, high-throughput; TR-FRET GST/Flag-core106 dimerization, 1536-well; inhibition, % at 5 µM; 300,000 compounds, 0.33% hits;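 active means inhibition above the mean of all tested compounds plus 3 SD, set per screening campaign, cut at about 45% in these data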
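Assay system: tagged HCV core106 pair (GST and Flag); medium: KF-containing HEPES buffer, pH 7.45, DTT, CHAPS, BSA; also added: Eu donor and XL665 acceptor anti-tag antibodies; dosing: 5 µM single dose; timing: compound-protein-antibody incubation 4 h at 22.5 °C; signal: TR-FRET 671 and 617 nm emission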
Fh CTSL1 inh – Fasciola hepatica cathepsin L1 inhibitors, primary screen, counter-screen for PFM18AAP inhibitor project, biochemical, QFRET, fluorogenic peptide substrate | 300,000 compounds, 0.49% hits | inhibition, % at 5.96 µM | recombinant F. hepatica cathepsin L1, Z-Leu-Arg-MCA fluorescence;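 active means inhibition above the mean of all tested compounds plus 3 SD, set per screening campaign, cut at about 17% in these data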;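 further: 0% = plate median of test compound wells and 100% = 1 µM Z-Phe-Ala-diazomethylketone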
PP5 inh – PP5 phosphatase inhibitors, primary screen, biochemical, fluorescence | Serine/threonine-protein phosphatase 5 (Homo sapiens), P53041 | purified PP5c, OMFP substrate fluorescence | inhibition, % at 6.7 µM | 320,000 compounds, 0.18% hits;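 active means inhibition above the campaign's mean inhibition across all tested compounds plus 3 SD, cut at about 9.5% in these data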;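 further: 0% = DMSO only and 100% = 100 µM cantharidin control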
Target sequence (P53041 whole entry, looked up): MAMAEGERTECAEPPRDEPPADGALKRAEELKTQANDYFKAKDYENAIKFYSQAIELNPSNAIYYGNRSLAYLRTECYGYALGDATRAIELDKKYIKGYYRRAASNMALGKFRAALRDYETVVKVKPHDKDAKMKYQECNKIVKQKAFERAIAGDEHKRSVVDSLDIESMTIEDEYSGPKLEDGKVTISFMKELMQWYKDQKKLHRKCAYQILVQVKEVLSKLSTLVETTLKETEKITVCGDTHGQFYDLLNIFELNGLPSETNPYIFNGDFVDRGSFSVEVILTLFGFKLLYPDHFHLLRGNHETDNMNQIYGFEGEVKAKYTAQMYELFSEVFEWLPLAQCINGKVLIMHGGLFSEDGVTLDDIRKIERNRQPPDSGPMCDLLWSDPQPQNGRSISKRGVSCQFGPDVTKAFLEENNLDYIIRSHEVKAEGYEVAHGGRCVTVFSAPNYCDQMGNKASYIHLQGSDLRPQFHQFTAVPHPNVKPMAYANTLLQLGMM
JMJD2C inh – inhibitors of GASC-1 histone demethylase, primary screen, biochemical, fluorescence, DELFIA europium; 330,000 compounds, 0.069% hits; inhibition, % at 2.35 µM; GST-JMJD2C(1-420) H3K9me3 demethylation; Lysine-specific demethylase 4C (Homo sapiens), Q9H3R0;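 active means more than half of a compound's replicate wells show inhibition beyond 50%, single wells judged on their own value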;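 further: signal counts dimethyl H3K9 product captured on neutravidin plate; 0% = median of DMSO wells and 100% = 0.3 times that DMSO median; strong numbers were not always called active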
Target sequence (Q9H3R0 1-420 limits assumed): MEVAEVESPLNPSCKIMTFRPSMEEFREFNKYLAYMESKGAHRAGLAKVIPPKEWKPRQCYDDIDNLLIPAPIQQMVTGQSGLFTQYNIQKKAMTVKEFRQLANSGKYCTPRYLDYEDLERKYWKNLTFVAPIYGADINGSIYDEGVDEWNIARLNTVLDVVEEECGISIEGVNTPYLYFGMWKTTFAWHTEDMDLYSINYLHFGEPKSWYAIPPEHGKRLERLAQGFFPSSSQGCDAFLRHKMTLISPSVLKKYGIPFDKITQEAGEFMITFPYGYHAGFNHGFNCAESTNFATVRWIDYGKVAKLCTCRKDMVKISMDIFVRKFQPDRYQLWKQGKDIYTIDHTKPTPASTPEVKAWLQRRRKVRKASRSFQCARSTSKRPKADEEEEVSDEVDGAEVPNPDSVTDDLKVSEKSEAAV
Numbers without * were called inactive; i = inactive; nt = not tested or not shown. Some of the compounds tested. The share of hits here may be higher or lower than overall.

(1) COc1ccc(C(=O)NC2CC(C)(C)NC(C)(C)C2)cc1OC
(2) Fc1ccccc1NC(=S)N1CCN(Cc2ccccc2)CC1
(3) COc1ccc(Nc2nc(N)nc(CSC(=S)N3CCN(C)CC3)n2)cc1
(4) Cc1ccc(C(=O)Nc2ccc(N3CCN(S(C)(=O)=O)CC3)cc2)cc1
(5) C=CCOc1c(OC)cc(/C=N/Nc2cccc(C(=O)O)c2)c(Br)c1Br
(6) Cc1cccc(C)c1NC(=O)CCS(=O)(=O)c1cccc2nsnc12
(7) O=C(COC(=O)CNC(=O)c1ccc(Cl)c([N+](=O)[O-])c1)NC(=O)c1ccccc1
(8) Cc1c(N=C2N=C(NC(=O)c3ccc(F)cc3)c3ccccc32)c(=O)n(-c2ccccc2)n1C

Assay by compound	1	2	3	4	5	6	7	8
LYPLA2 inh	-2	0	-1	11	12	-3	4	8
PREPL inh	12	-1	24	7	13	-9	5	4
PP1 counter	-3	-1	1	0	7	-4	-6	-3
TPT1 inh	-2	8	-1	-3	3	-2	2	15
Efflux pump mplx	0.4	-0.1	-0.2	-0.1	0.6	1.0	0.1	0.0
core dimer inh	-2	7	-19	-5	0	14	-12	2
Fh CTSL1 inh	-2	-4	-4	-3	3	-6	-18	-5
PP5 inh	0.3	-2.5	-0.2	0.3	1.3	-8.1	0.2	-0.5
JMJD2C inh	17	2	14	16	9	-2	-9	-6

(9) COc1ccc(-c2cc3ccc(OCC(C)=O)cc3oc2=O)cc1
(10) CCCCCCN1Cc2ccccc2C1
(11) NC(=O)c1ccc(Nc2ccc([N+](=O)[O-])cc2[N+](=O)[O-])cc1
(12) C/C(=N\Nc1nc(C(=O)O)cs1)c1ccccc1
(13) Cc1ccc(C(=O)NCC(=O)NCC(=O)OCC(=O)c2ccc([N+](=O)[O-])cc2)cc1
(14) O=C(Cn1ncc2c(=O)oc3ccccc3c21)N1CCc2ccccc2C1
(15) Cc1cc(/C=C2/NC(=O)NC2=O)c(C)n1-c1ccncc1
(16) COc1ccc(CCN2CC(C(=O)Nc3ccc(S(C)(=O)=O)cc3)CC2=O)cc1OC (stereo not given)

Assay by compound	9	10	11	12	13	14	15	16
LYPLA2 inh	1	2	4	4	-3	-7	-2	3
PREPL inh	14	-5	20	3	12	-12	11	-3
PP1 counter	-2	-1	-1	13	-4	-6	-2	-3
TPT1 inh	0	-2	-3	-5	2	0	1	4
Efflux pump mplx	-0.2	-0.3	0.0	0.1	0.2	0.0	0.0	-0.1
core dimer inh	-1	-4	-3	1	0	4	0	1
Fh CTSL1 inh	1	-4	3	4	4	-2	2	-1
PP5 inh	-2.2	-0.1	1.3	-1.1	0.8	-0.2	-1.4	0.4
JMJD2C inh	11	3	1	31	-3	-3	-15	-3

(17) CCOc1ccccc1C(=O)N1CCC(n2nnc3cc(C(F)(F)F)ccc32)CC1
(18) O=C(COC(=O)c1ccc(N2CCCC2=O)cc1)c1ccccc1
(19) CC1(C)CC(=O)C(CC2=C(N)CC(C)(C)CC2=O)=C(N)C1
(20) CC(=O)NC1Sc2ccccc2N=C1c1ccccc1 (stereo not given)
(21) CCSc1nnc(NC(=O)Cc2cccc(OC)c2)s1
(22) Nc1ncnc2c1ncn2C1OC(C(=O)NC2CC2)C(O)C1O (stereo not given)
(23) Cc1ccc(Nc2nc(N3CCOCC3)nc(N3CCOCC3)n2)cc1C
(24) O=C(NCc1ccc(Cl)cc1)C1CCCN(c2cnccn2)C1 (stereo not given)

Assay by compound	17	18	19	20	21	22	23	24
LYPLA2 inh	-4	4	1	-2	-4	0	0	-1
PREPL inh	13	3	2	-5	-4	2	0	9
PP1 counter	-3	1	0	3	4	0	2	0
TPT1 inh	0	0	-2	2	0	1	-4	1
Efflux pump mplx	-0.1	0.0	-0.1	0.2	0.0	-0.1	0.0	-0.1
core dimer inh	3	6	2	11	-4	7	-6	-10
Fh CTSL1 inh	3	0	0	-1	5	-3	0	6
PP5 inh	1.0	1.3	-0.2	-1.1	0.3	-0.2	2.1	-1.2
JMJD2C inh	5	1	6	1	2	nt	1	-21

(25) COc1ccc(-c2cc(C(=O)N3CCN(c4ccccc4OC)CC3)no2)cc1OC
(26) CCOc1ccccc1C1C(C(N)=O)=C(C)Nc2nc(-c3ccccc3Cl)nn21 (stereo not given)
(27) CNc1c(NS(=O)(=O)c2ccc(F)c(Cl)c2)c(=O)oc2ccccc12
(28) N#Cc1ccccc1S(=O)(=O)N1CCN(CC(O)c2ccccc2)CC1 (stereo not given)
(29) O=C(CSc1nc2ccccc2[nH]1)Nc1ccccc1F
(30) O=C(CCN1C(=O)c2ccccc2S1(=O)=O)Nc1cccc2ccccc12
(31) O=C(NCc1ccccc1)c1csc(-c2cccnc2)n1
(32) COc1cccc(C(=O)NCC(=O)OCC(=O)Nc2ncc(Cl)cc2Cl)c1

Assay by compound	25	26	27	28	29	30	31	32
LYPLA2 inh	1	5	-5	3	1	0	3	7
PREPL inh	-6	-5	0	9	-6	2	19	3
PP1 counter	-3	-2	-1	0	0	1	5	4
TPT1 inh	-1	-3	4	-1	-1	-4	0	1
Efflux pump mplx	0.1	0.1	0.0	-0.1	0.1	-0.1	-0.2	-0.2
core dimer inh	-1	-4	8	-5	-3	0	-7	7
Fh CTSL1 inh	3	1	3	-2	-2	1	1	0
PP5 inh	6.0	2.0	0.5	2.1	1.1	1.1	1.1	-2.6
JMJD2C inh	1	0	2	0	-18	10	-5	i

In a second layout: entries from further up
#23 Cc1ccc(Nc2nc(N3CCOCC3)nc(N3CCOCC3)n2)cc1C
  LYPLA2 inh: 0
  PREPL inh: 0
  PP1 counter: 2
  TPT1 inh: -4
  Efflux pump mplx: 0.0
  core dimer inh: -6
  Fh CTSL1 inh: 0
  PP5 inh: 2.1
  JMJD2C inh: 1

#7 O=C(COC(=O)CNC(=O)c1ccc(Cl)c([N+](=O)[O-])c1)NC(=O)c1ccccc1
  LYPLA2 inh: 4
  PREPL inh: 5
  PP1 counter: -6
  TPT1 inh: 2
  Efflux pump mplx: 0.1
  core dimer inh: -12
  Fh CTSL1 inh: -18
  PP5 inh: 0.2
  JMJD2C inh: -9

Other entries follow.
(33) CCCc1nn(C)c(C(=O)Nc2ccccc2)c1Cl
(34) CC(C)Oc1ccc(S(=O)(=O)N2CCCCC2)cc1NC(=O)CN1CCCC1c1cccs1 (stereo not given)
(35) Cc1ccc(Nc2c(-c3ccccn3)nc3ccc(C)cn23)cc1
(36) COc1cc(NC(=O)CCCN2C(=O)NC(C)(C)C2=O)cc(OC)c1
(37) O=C(N/C=C\c1ccccc1)NCc1ccc(Cl)cc1
(38) O=C(Nc1nnc(S(=O)(=O)N2CCCCCC2)s1)c1ccccc1
(39) O=C(O)c1cccc(C(=O)O)c1Br
(40) c1ccc2sc(SCSc3nc4ccccc4s3)nc2c1

Assay by compound	33	34	35	36	37	38	39	40
LYPLA2 inh	-1	-1	4	-5	-15	-6	0	2
PREPL inh	-1	5	63*	1	-28	0	15	7
PP1 counter	2	10	71*	-6	-1	-1	0	-3
TPT1 inh	0	nt	-4	nt	-1	4	-3	-4
Efflux pump mplx	0.3	0.6	0.0	0.0	-0.2	-0.2	0.0	-0.1
core dimer inh	-7	nt	-3	nt	4	1	-15	-3
Fh CTSL1 inh	-2	nt	19*	nt	-1	5	-2	5
PP5 inh	1.7	4.8	4.7	-0.9	-1.4	-1.9	-0.8	0.8
JMJD2C inh	-6	3	-8	nt	7	-23	-47	-7

(41) O=C(CSc1nnc(-c2ccccc2O)o1)Oc1ccc(Br)cc1
(42) CC(C)N(Cc1ccccc1)C(=O)CC(=O)N(Cc1ccccc1)C(C)C
(43) O=C(N/N=C/c1ccc(O)cc1)c1cccc(N/N=C/c2ccc(O)cc2)c1
(44) COc1cc(OC)c(C2C3=C(CCCC3=O)Nc3nc4ccccc4n32)cc1OC (stereo not given)
(45) COCCN1Cc2cccc(C(=O)Nc3cc(OC)ccc3OC)c2C1=O
(46) Cc1ccc2nc(-c3ccc(NC(=O)COCC(=O)O)cc3)sc2c1
(47) O=C(CN1C(=O)NC(c2ccccc2)(c2ccccc2)C1=O)NCC(=O)Nc1ccc(F)cc1
(48) CC(NS(=O)(=O)/C=C/c1ccccc1)C(=O)NCCc1ccc(S(N)(=O)=O)cc1 (stereo not given)

Assay by compound	41	42	43	44	45	46	47	48
LYPLA2 inh	-3	2	-1	16	-3	4	-2	10
PREPL inh	6	0	22	11	10	-1	-33	6
PP1 counter	3	6	1	-1	2	-1	-2	2
TPT1 inh	3	1	1	1	0	-3	nt	0
Efflux pump mplx	0.0	-0.1	0.0	0.0	0.1	0.0	-0.1	-0.1
core dimer inh	-5	-3	-9	-6	3	5	nt	-4
Fh CTSL1 inh	-1	0	5	4	0	4	nt	-1
PP5 inh	1.0	1.4	0.9	1.8	0.9	-1.4	1.6	-2.1
JMJD2C inh	-9	-2	-6	4	3	5	7	-2

(49) O=c1c2ccccc2nc(/C=C/c2ccc(O)cc2)n1CCc1ccccc1
(50) COc1ccc(NS(=O)(=O)c2cccc(C(=O)NC3CCN(Cc4ccccc4)CC3)c2)cc1
(51) O=C(COC(=O)c1nc(Cl)ccc1Cl)NC(=O)c1ccccc1
(52) O=c1[nH]c(/C=C\c2ccc(O)cc2)nc(O)c1[N+](=O)[O-]

Assay by compound	49	50	51	52
LYPLA2 inh	-4	19	2	8
PREPL inh	7	22	8	11
PP1 counter	3	1	-5	1
TPT1 inh	6	-4	2	-4
Efflux pump mplx	-0.3	0.0	0.1	-0.1
core dimer inh	13	0	-3	7
Fh CTSL1 inh	1	1	0	8
PP5 inh	3.6	-0.3	2.8	2.6
JMJD2C inh	7	-9	-3	0
